Fh CTSL1 inh = blocks F. hepatica cathepsin L1 in PFM18AAP counter-screen | 300,000 compounds, 0.49% hits | recombinant F. hepatica cathepsin L1, Z-Leu-Arg-MCA fluorescence | inhibition, % at 5.96 µM;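 active = inhibition above the mean of all tested compounds plus 3 SD, set per screening campaign, cut at about 17% in these data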;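 note: 0% = plate median of test compound wells and 100% = 1 µM Z-Phe-Ala-diazomethylketone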
proCasp3 act = activators of human procaspase-3; 330,000 compounds, 0.11% hits; AID 463141; activation, % at 8.5 µM; recombinant procaspase-3 D3A, Ac-DEVD-pNA absorbance 405 nm;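 active = activation above the mean of all tested compounds plus 3 SD, cut at about 21% in these data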;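 note: 0% = DMSO alone and 100% = DMSO wells spiked with extra 5 µM PC-3 D3A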
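Evaluation: percent activation relative to control range; Material: Procaspase-3 D3A mutant, all three cleavage aspartates alanine; Compound: single dose, 8.5 µM nominal compound, 0.8% DMSO; Replication: one well per compound; Signal: absorbance at 405 nm, 0 and 120 min; Schedule: 1 h preincubation plus 2 h reaction at 25 °C.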
TPT1 inh = inhibitors of Candida albicans tRNA 2'-phosphotransferase TPT1; inhibition, % at 5 µM; recombinant caTPT1, FP RNA substrate dephosphorylation; 300,000 compounds, 0.81% hits; AID 1962;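 active = inhibition above the mean of all tested compounds plus 3 SD, set per screening campaign, cut at about 24% in these data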;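 note: plate controls were DMSO alone for no effect and ferristatin control at 100 nM for full effect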
HCV core dimer = blocks dimerization of HCV core protein; AID 1899; inhibition, % at 5 µM; 300,000 compounds, 0.33% hits; TR-FRET GST/Flag-core106 dimerization, 1536-well;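 active = inhibition above the mean of all tested compounds plus 3 SD, set per screening campaign, cut at about 45% in these data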
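test system = GST/Flag-tagged HCV core106 proteins | probe or stimulus = Eu donor and XL665 acceptor anti-tag antibodies | times = compound-protein-antibody incubation 4 h at 22.5 °C | signal = TR-FRET, excitation 340 nm, emission 617 and 671 nm | measure = percent inhibition of core106 dimerization signal | controls = wells lacking GST-core106 and wells with excess unlabelled core106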
PP5 primary = blocks human protein phosphatase 5 activity. purified PP5c, OMFP substrate fluorescence. inhibition, % at 6.7 µM. 320,000 compounds, 0.18% hits. AID 1987;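 active = inhibition above the campaign's mean inhibition across all tested compounds plus 3 SD, cut at about 9.5% in these data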;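 note: 0% = DMSO only and 100% = 100 µM cantharidin control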
Target sequence (P53041 whole entry, looked up): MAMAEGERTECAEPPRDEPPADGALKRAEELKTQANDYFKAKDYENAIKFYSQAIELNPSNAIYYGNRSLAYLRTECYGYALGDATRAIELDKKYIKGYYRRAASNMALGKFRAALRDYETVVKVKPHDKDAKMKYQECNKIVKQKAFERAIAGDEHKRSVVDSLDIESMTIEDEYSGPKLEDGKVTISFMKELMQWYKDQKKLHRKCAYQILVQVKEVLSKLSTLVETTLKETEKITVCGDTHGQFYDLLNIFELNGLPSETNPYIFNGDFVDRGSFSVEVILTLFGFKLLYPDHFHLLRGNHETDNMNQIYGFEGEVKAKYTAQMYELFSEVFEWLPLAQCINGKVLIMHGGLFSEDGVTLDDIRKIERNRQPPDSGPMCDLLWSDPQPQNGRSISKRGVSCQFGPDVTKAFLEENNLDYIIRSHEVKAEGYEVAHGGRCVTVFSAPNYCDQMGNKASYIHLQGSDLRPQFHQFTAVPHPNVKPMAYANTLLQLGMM
PP1 inh = counter-screen for PP5 inhibitors: inhibitors of human PP1-alpha; P62136; purified PP1alpha, OMFP fluorescence; inhibition, % at 6.7 µM; 320,000 compounds, 0.9% hits;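 active = inhibition above the mean inhibition of all tested compounds plus 3 SD, computed separately for each screening campaign, cut at about 15% in these data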
Efflux pump mplx = antifungal efflux pump inhibition, Nile Red retention | 330,000 compounds, 0.44% hits | inhibition, % at 10 µM | S. cerevisiae Candida pump triplex;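 active = plate passing quality check with inhibition over a set limit, or well fluorescence over plate mean plus 4 SD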;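 note: Nile Red retained in pooled yeast measured as flow cytometry median fluorescence; 0% = buffer negative control and 100% = Enniatin B positive control; higher means more Nile Red kept so more efflux inhibition; some compounds called inactive have numbers as strong as hits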
JMJD2C inh = blocks human GASC-1 demethylase activity | Q9H3R0 | GST-JMJD2C(1-420) H3K9me3 demethylation, DELFIA europium | inhibition, % at 2.35 µM | 330,000 compounds, 0.069% hits | AID 2099;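 active = more than half of a compound's replicate wells show inhibition beyond 50%, single wells judged on their own value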;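 note: signal counts dimethyl H3K9 product captured on neutravidin plate; 0% = median of DMSO wells and 100% = 0.3 times that DMSO median; strong numbers were not always called active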
Target sequence (Q9H3R0 1-420 limits assumed): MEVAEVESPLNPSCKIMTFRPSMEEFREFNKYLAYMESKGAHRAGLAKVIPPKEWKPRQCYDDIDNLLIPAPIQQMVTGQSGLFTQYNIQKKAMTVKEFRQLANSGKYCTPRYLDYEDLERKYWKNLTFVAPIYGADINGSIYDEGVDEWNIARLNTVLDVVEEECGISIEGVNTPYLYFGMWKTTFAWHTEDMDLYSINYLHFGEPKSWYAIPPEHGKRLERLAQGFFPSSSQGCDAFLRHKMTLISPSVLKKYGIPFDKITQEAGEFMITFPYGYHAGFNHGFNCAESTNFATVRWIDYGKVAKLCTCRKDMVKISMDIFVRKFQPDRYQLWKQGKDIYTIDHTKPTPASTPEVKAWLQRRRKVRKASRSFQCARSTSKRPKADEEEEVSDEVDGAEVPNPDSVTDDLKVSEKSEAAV
proCasp7 act = activates human procaspase-7, counter-screen for procaspase-3 activators | P55210 | recombinant procaspase-7, Ac-DEVD-pNA absorbance 405 nm; D23A/D198A/D206A triple mutant, cannot self-cleave; scale: DMSO 0, 5 µM enzyme 100 | activation, % at 8.5 µM | 330,000 compounds, 0.093% hits | AID 463210;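 active = percent activation above the screen-wide mean plus 3 SD, cut at about 25% in these data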
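buffer or medium = Zinc-free HEPES/NaCl buffer, pH 7.4 | material = Procaspase-7 triple mutant (PC-7 D3A) | input = 2 µM procaspase-7 mutant as dispensed | signal = Epi-absorbance of released pNA at 405 nm, two timepoints | timing = 1 h preincubation, 2 h reaction | replicates = singlicate compound testing | evaluation = % activation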
Numbers without * were called inactive; / = no result given.

SMILES	Fh CTSL1 inh	proCasp3 act	TPT1 inh	HCV core dimer	PP5 primary	PP1 inh	Efflux pump mplx	JMJD2C inh	proCasp7 act
Cc1cc(O)c(N)c(C)c1Cl	1	-16	-2	-17	1.7	-1	0.8*	8	-23
CCOC(=O)N1CCN(C(=O)CSc2nnc(-c3ccc(Cl)s3)o2)CC1	-1	-2	-3	-9	-0.2	-3	0.0	4	14
Cc1cc(-c2ccc(/C=N/n3cnnc3)o2)ccc1Cl	3	7	4	0	3.1	5	-0.1	5	-2
CCCc1nc2ccccc2c(=O)n1/N=C/c1ccc(O)cc1	3	6	-5	-2	4.0	6	0.1	40	8
CC(C)(CO)NCC(O)COc1ccc2c(c1)CCC2 (stereo not given)	5	6	-1	4	1.1	-1	0.1	4	-7
COc1ccc(-n2c(Cc3cccn3C)nnc2SCC(=O)N2CCCc3ccccc32)cc1	7	-3	1	14	-0.9	1	-3.4	0	-3
CCOc1ccc2nc(NC(=O)c3c([N+](=O)[O-])cnn3CC)sc2c1	5	1	1	0	0.4	-2	-0.2	-5	4
Cc1cc(NC(=O)COc2ccccc2C)ccc1NC(=O)c1ccco1	0	-2	-2	9	0.7	0	0.3	0	2
CCCCNC(=S)N1CCN(C)CC1	-2	-4	0	3	0.3	0	0.0	-6	3
c1ccc(N/N=C(\Cc2nc3ccccc3[nH]2)c2ccccc2)cc1	8	-8	1	5	0.8	0	0.2	4	-12
CC1(C)Cc2c(sc3[nH]c(=S)[nH]c(=O)c23)CO1	5	3	-2	-11	1.1	-1	0.2	5	-13
Cc1cc(C)c2sc(NC(=O)c3ccc(N4C(=O)CCC4=O)cc3)nc2c1	-2	0	0	16	1.4	2	0.1	4	-10
O=C(COC(=O)c1cccnc1Cl)NCC1CCCO1 (stereo not given)	2	-2	1	0	-2.8	-3	-0.1	-29	-2
CC(NC(=O)c1ccncc1)C(C)(C)C (stereo not given)	2	0	-5	-5	-0.2	-3	0.1	7	6
O=C(O)c1cccc(-c2ccc(/C=c3/sc4nc5ccccc5n4c3=O)o2)c1	3	-10	97*	5	0.5	1	3.9*	-2	1
Cc1cc(F)ccc1NC(=O)C1CCCO1 (stereo not given)	2	2	2	2	-0.8	-3	0.1	-3	4
Cc1ccc(S(=O)(=O)CCC(=O)Nc2cccc([N+](=O)[O-])c2)cc1	5	6	-2	5	2.0	-2	0.0	1	-6
Cc1cc(C)cc(C(=O)N2CCC(C(N)=O)CC2)c1	-1	8	-2	-5	3.5	1	0.0	34	5
COc1ccc(CCC(=O)Nc2nc(-c3ccncc3)cs2)cc1	-5	-5	7	16	0.2	4	0.0	5	1
CC(=O)Oc1ccc(N2C(=O)C3C4C=CC(O4)C3C2=O)cc1 (stereo not given)	-4	-16	-1	7	0.0	-5	0.0	1	-28
Cc1cc(NC(=O)CS(=O)(=O)c2cn(Cc3ccc(F)cc3)c3ccccc23)no1	1	2	-2	-2	1.7	-2	-0.2	-2	6
CC(C)(C)OC(=O)N1CCC(C(=O)N[C@@H](Cc2c[nH]c3ccccc23)C(=O)O)CC1	3	4	-6	-13	2.8	9	-0.1	-8	3
CN(C)C(=O)CSc1nc(SCC(=O)N(C)C)n(-c2ccccc2)n1	10	-3	2	9	0.8	-2	0.1	1	2
Cc1ccc(NC(=O)C2CCCN(S(=O)(=O)c3c(C)noc3/C=C/N(C)C)C2)c(C)c1 (stereo not given)	0	3	9	5	2.1	3	0.0	7	-5
CCOc1ccc(C(=O)Nc2cccc3ncccc23)cc1Cl	6	-1	-6	-11	0.1	0	0.0	3	4
Cc1ccc(OCCn2cc(C(=S)N3CCCC3)c3ccccc32)cc1C	2	8	-1	-17	3.0	8	0.2	-15	-4
O=C(NCCc1ccccc1)C(=O)NCCC1CCCCN1S(=O)(=O)c1ccccc1 (stereo not given)	4	8	-2	4	-0.7	-5	0.1	0	4
COc1cc(OC)cc(C(=O)NCC(=O)OCC(=O)c2cc(OC)ccc2OC)c1	-18	4	0	2	1.3	-2	-4.3	-4	-5
Cc1ccc2nc(SC(C(=O)c3ccccc3)c3ccccc3)nc(C)c2c1 (stereo not given)	-3	0	2	4	0.1	0	0.3	3	3
Oc1ccc(Br)cc1-c1cc(-c2ccc(Cl)cc2)n[nH]1	0	0	0	-4	1.6	12	0.0	0	3
c1ccc2c(c1)CCCC2NC1=NCCC1 (stereo not given)	9	6	7	-14	-1.2	0	-0.3	2	2
CC(=O)c1c(C)[nH]c(C(=O)CSc2nnc(-c3ccccc3)n2Cc2ccc3c(c2)OCO3)c1C	-1	4	-4	8	0.0	-2	0.4	-9	5
COc1ccccc1CNCC(=O)Nc1cc(S(=O)(=O)N2CCOCC2)ccc1Cl	/	9	/	/	0.9	-3	0.0	3	0
COc1ccc(-c2nc(-c3cccc(C)c3)[nH]c(=O)c2C#N)cc1	-4	-15	0	12	3.7	4	0.2	-7	7
O=C(NC1CCCCC1)N1CCN(c2ccc(Cl)cc2)CC1	-1	-5	-4	-11	-4.9	0	0.1	17	-8
Cc1cc(C)cc(OCCNS(=O)(=O)c2cccs2)c1	-1	6	-5	-3	1.4	3	1.2	-13	-4
COC(=O)c1sccc1NC(=O)CNC(=O)c1ccccc1	1	8	1	-1	-0.4	-4	-0.1	-1	7
CCN(CC)CCCN=C1N[C@@H](c2ccccc2)C(C(=O)OC)=C(C)N1CC	4	-13	-4	-28	-7.1	-3	-0.1	-7	-14
O=Cc1c(-[n+]2ccccc2)nc([O-])n1-c1ccccc1	1	-6	-4	0	-1.1	0	0.1	-3	-4
CC(=O)N1CCc2c(sc(NC(=O)Cc3ccc(F)cc3)c2C(N)=O)C1	4	3	-2	-4	1.4	0	-0.1	15	12
CCOc1ccc(-n2c(=O)cc(N3CCN(c4ccc(F)cc4)CC3)[nH]c2=O)cc1	0	7	-1	-3	0.7	-1	-4.9	-27	-2
CC(=O)Oc1ccc(C2(C)CC(C)(C)NC(=S)N2C)c(OC(C)=O)c1 (stereo not given)	-21	-1	0	-4	-0.3	-3	0.1	3	0
CCOC(=O)c1c(-c2ccc(OC)cc2)csc1/N=C/C1=C(O)CCCC1=O	-25	-10	139*	-5	3.3	5	-0.3	17	-17
CC(C)CC(=O)NS(=O)(=O)c1ccc(NS(C)(=O)=O)cc1	2	5	1	0	0.9	-1	-0.1	8	0
O=C(O)CC12CC3CC(C1)CC(n1ncc(NCC4CCCO4)c(Cl)c1=O)(C3)C2 (stereo not given)	1	-9	-1	0	1.3	-3	0.0	20	6
O=C(CCOc1ccccc1)Nc1nnc(-c2ccc3c(c2)OCCO3)o1	0	10	0	-2	6.4	2	0.1	-28	10
CCC(CC)NC(=O)CCc1nc2ccccc2c(=O)[nH]1	-1	7	-3	1	1.9	-2	0.0	2	13
COc1ccc(CNC(=O)CCn2c(=O)c3cccn3c3ccc(F)cc32)cc1	5	0	1	1	-0.3	-1	-0.2	1	-1
C/C(N)=C(/C#N)C(=O)COC(=O)CCSc1ccccc1Cl	-63	-6	1	-1	1.4	-4	0.0	-4	-4
CCOC(=O)c1c(S(=O)(=O)NCCc2ccccc2)c(C)n(C)c1C	-12	8	-3	8	-0.1	-5	-0.1	3	-10
CC(C)NC(=O)c1ccc(CN2CCC(Cc3ccccc3)CC2)cc1	-1	8	0	-9	4.6	-11	0.4	-3	9
COc1ccc(CC(=O)NCC2CCCN(Cc3ccc(SC)cc3)C2)cc1 (stereo not given)	-5	-3	0	-5	2.0	-2	0.2	5	9
O=C1C(=O)c2ccccc2C(O)=C1c1cccc([N+](=O)[O-])c1	2	3	0	-7	1.0	0	-0.1	-1	8
O=c1sc2ccccc2n1CCCOc1ccccc1	2	3	-1	-2	-1.5	-3	0.1	37	6
CC#CC(=O)N1CCC(CO)(CCc2ccccc2)CC1	-2	1	1	5	0.9	-1	0.1	0	3
COc1ccc(-c2cc3nc(C)cc(N)n3n2)cc1	1	1	-5	3	2.4	-1	0.0	7	-2
C/C(CC1CC(COCC(C)C)OC1=O)=N\NC(N)=S (stereo not given)	9	3	2	-3	-2.4	-3	0.3	-1	10
COc1ccc(S(=O)(=O)N2CCC(C(=O)N3CCC(C(N)=O)CC3)CC2)cc1Cl	-4	3	-2	0	0.3	0	-0.1	-8	-2
CCC(Oc1ccccc1)C(=O)N1CCC(C(N)=O)CC1 (stereo not given)	-1	-8	-5	-8	-3.6	4	0.5	5	-19
CC(C)C(NC(=O)CC12CC3CC(CC(C3)C1)C2)C(=O)O (stereo not given)	0	-2	-2	5	2.5	-5	0.1	6	2

Not a retest: an excerpt of the list.
SMILES	Fh CTSL1 inh	proCasp3 act	TPT1 inh	HCV core dimer	PP5 primary	PP1 inh	Efflux pump mplx	JMJD2C inh	proCasp7 act
Cc1cc(O)c(N)c(C)c1Cl	1	-16	-2	-17	1.7	-1	0.8*	8	-23
CCOC(=O)N1CCN(C(=O)CSc2nnc(-c3ccc(Cl)s3)o2)CC1	-1	-2	-3	-9	-0.2	-3	0.0	4	14
Cc1cc(-c2ccc(/C=N/n3cnnc3)o2)ccc1Cl	3	7	4	0	3.1	5	-0.1	5	-2
CCCc1nc2ccccc2c(=O)n1/N=C/c1ccc(O)cc1	3	6	-5	-2	4.0	6	0.1	40	8
CC(C)(CO)NCC(O)COc1ccc2c(c1)CCC2 (stereo not given)	5	6	-1	4	1.1	-1	0.1	4	-7
COc1ccc(-n2c(Cc3cccn3C)nnc2SCC(=O)N2CCCc3ccccc32)cc1	7	-3	1	14	-0.9	1	-3.4	0	-3
CCOc1ccc2nc(NC(=O)c3c([N+](=O)[O-])cnn3CC)sc2c1	5	1	1	0	0.4	-2	-0.2	-5	4

Carrying on:
SMILES	Fh CTSL1 inh	proCasp3 act	TPT1 inh	HCV core dimer	PP5 primary	PP1 inh	Efflux pump mplx	JMJD2C inh	proCasp7 act
Cc1ccc(NC(=O)C2CCN(C(=O)NC3CCCCC3)CC2)cc1	-4	-10	-3	-4	-0.4	-3	-0.1	98	-2
Cc1ccc(SCCNC(=S)Nc2ccc(C)cc2C)cc1	2	2	1	-1	5.4	9	0.1	1	-4
CCC(C)NCC(O)COCc1ccc(Cl)cc1 (stereo not given)	-4	4	2	-6	1.3	-3	0.0	2	7
Cc1nc2c(Cl)cc(Cl)cc2[nH]1	-1	11	0	-1	6.2	-3	0.0	2	3
CC1CCN(c2nnc(-c3ccccc3)c3ccccc23)CC1	4	2	-1	5	4.1	-2	0.1	-4	2
Cc1cc(NC(=O)CCC(=O)NNC(=O)c2ccc(C(C)(C)C)cc2)no1	-12	-3	0	5	-1.3	0	-0.1	-1	-6
Cc1ccc(C)c2c1cc(C)c1nnc(SCC(=O)N3CCCc4ccccc43)n12	0	-3	-1	3	3.1	1	0.0	12	4

Screens (PubChem)
